Screens from PubChem.
D1 antagonist = Antagonist of Human D 1 Dopamine Receptor: qHTS; AID 504652, 2011; 360,000 tested, 3.2% active; HEK293 TREx D1 cells, calcium flux, dopamine EC80; active compounds read low; D(1A) dopamine receptor (Homo sapiens), P21728; activity change, negative = inhibition, % at 10 µM; in the data active means activity change below about -30%; further: on the % scale 0 is the no-effect control and ±100 the full control effect
Target sequence (P21728 whole entry, looked up): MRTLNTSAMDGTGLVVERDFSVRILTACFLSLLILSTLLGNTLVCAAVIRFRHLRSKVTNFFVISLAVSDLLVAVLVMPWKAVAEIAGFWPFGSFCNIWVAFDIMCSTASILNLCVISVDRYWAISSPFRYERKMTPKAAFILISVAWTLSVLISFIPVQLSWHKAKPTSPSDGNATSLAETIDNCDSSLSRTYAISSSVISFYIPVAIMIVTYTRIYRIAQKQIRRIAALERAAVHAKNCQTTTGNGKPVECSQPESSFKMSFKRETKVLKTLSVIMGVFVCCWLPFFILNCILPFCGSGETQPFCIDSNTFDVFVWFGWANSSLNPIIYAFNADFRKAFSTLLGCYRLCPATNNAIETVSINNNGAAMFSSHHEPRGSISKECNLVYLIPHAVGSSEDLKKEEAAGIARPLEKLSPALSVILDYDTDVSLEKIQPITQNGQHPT
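Tetracycline-induced HEK293 T-REx cells with force-coupled D1 receptor were loaded with a no-wash calcium dye. Compound was added after a 10 s baseline and read kinetically for 180 s; EC80 dopamine was then added and calcium flux followed another 180 s.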
D2 antag = HTS Assay for Allosteric Antagonists of the Human D2 Dopamine Receptor: Primary Screen for Antagonists | D(2) dopamine receptor (Homo sapiens), P14416 | HEK293 TREx D2 cells, calcium flux, dopamine EC80 | inhibition, % at 10 µM | 340,000 tested, 2% active; in the data active means inhibition above about 30%; further: 0% is about no effect
Target sequence (P14416 whole entry, looked up): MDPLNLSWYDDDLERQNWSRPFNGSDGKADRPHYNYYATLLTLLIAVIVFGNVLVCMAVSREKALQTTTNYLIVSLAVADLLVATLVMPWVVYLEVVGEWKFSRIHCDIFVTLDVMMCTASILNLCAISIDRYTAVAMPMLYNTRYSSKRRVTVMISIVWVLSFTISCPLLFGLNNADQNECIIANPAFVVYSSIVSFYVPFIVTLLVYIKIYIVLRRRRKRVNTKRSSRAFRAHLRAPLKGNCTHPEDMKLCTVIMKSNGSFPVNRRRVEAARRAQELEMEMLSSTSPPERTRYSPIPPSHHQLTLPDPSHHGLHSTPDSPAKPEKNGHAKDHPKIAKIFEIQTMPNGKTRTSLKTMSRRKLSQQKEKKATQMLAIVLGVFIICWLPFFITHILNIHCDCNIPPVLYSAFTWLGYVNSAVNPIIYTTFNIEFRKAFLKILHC
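Measurement of antagonist activity uses fluorescent calcium dye in inducible HEK293 T-REx D2 cells: 10 s baseline, compound addition with 180 s read, EC80 dopamine addition with a further 180 s read.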
TRHR PAM = qHTS for Small Molecule Agonists and Allosteric Enhancers of Human TRH Receptor: Primary Screen for Enhancers. enhancement, % at 2 µM. TRHR cells, fluo-8 calcium fluorescence, EC20 TRH enhancement. 360,000 tested, 0.66% active. Thyrotropin-releasing hormone receptor (Homo sapiens), P34981; in the data active means enhancement above about 30%; further: 0% is about no effect
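TRHR-expressing cells loaded with fluo-8 calcium dye were read kinetically (ex 480/em 530) during compound addition, then stimulated with an EC20 of TRH (10 nM final). Enhancement of the Gq-mediated intracellular calcium response was scored.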
RXFP1 antagonist = qHTS Assay for Antagonists of the Relaxin Receptor RXFP1; Relaxin receptor 1 (Homo sapiens), Q9HBX9; HEK293-RXFP1, relaxin-stimulated cAMP HTRF, 30 min; active compounds read low; activity change, negative = inhibition, % at 57.5 µM; 350,000 tested, 0.59% active; AID 1259400, 2018;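 active means activity change of -60% or lower, but not beyond a set lower limit; inconclusive means change between -60% and -40%, or beyond the set limit; inactive means change above -40%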; further: on the % scale 0 is the no-effect control and ±100 the full control effect
D2 agonist = HTS Assay for Allosteric Agonists of the Human D2 Dopamine Receptor: Primary Screen for Agonists; HEK293 T-REx D2 cells, calcium flux agonist mode; activation, % at 2 µM; 340,000 tested, 0.53% active;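 active means activation over 3 SD above normal in the single-dose calcium agonist read, cut at about 30% in these data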; further: 0% is about no effect
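Agonism is scored from calcium flux in a force-coupled, inducible HEK293 cell line expressing D2, read kinetically for 180 s after compound addition against dopamine controls.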
D1 potentiator = Potentiators of Human D1 Dopamine Receptor: qHTS. D(1A) dopamine receptor (Homo sapiens), P21728. HEK293 TREx D1 cells, calcium flux, dopamine EC20 potentiation. potentiation, % at 10 µM. 360,000 tested, 0.036% active. AID 504651, 2011; in the data active means potentiation above about 30%; further: 0% is about no effect
D1 ag = Allosteric Agonists of the Human D1 Dopamine Receptor: qHTS. D(1A) dopamine receptor (Homo sapiens), P21728. HEK293 T-REx D1 cells, calcium flux, agonist mode. activation, % at 2 µM. 360,000 tested, 1% active; further: 0% is about no effect
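Tetracycline-induced HEK293 TREx D1 cells, force-coupled to calcium signalling, were dye-loaded with a no-wash calcium kit. Compound was pin-added after a 10 s baseline. Fluorescence was read kinetically at 1 cycle/s for 180 s, with calcium rises flagged as agonism.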
TRHR agonist = qHTS for Small Molecule Agonists and Allosteric Enhancers of Human TRH Receptor: Primary Screen for Agonists; activation, % at 2 µM; TRHR cells, calcium flux fluo-8, FDSS agonist mode; Thyrotropin-releasing hormone receptor (Homo sapiens), P34981; 360,000 tested, 0.18% active; further: 0% is about no effect
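Steps: seed TRHR cells overnight; add fluo-8 no-wash Ca dye, RT 30 min–1.5 h; record 10 s baseline; pin-transfer compounds; monitor fluorescence 1 cycle/s for the agonist window. Calcium increases flag candidate agonists.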
D2 PAM = HTS Assay for Positive Allosteric Modulators of the Human D2 Dopamine Receptor: Primary Screen for Potentiators. D(2) dopamine receptor (Homo sapiens), P14416. HEK293 T-REx D2, calcium flux, EC20 dopamine potentiation. potentiation, % at 10 µM. 340,000 tested, 0.34% active. AID 485347, 2010;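 active means potentiation over 3 SD above the plate norm, cut at about 30% in these data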; further: 0% is about no effect
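Cells plated with tetracycline inducer and held overnight at 30 C; calcium dye loaded 30–90 min at room temperature; baseline taken, compound added and read 180 s; EC20 dopamine then added and read 180 s.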
* hit, by the source's call. Unless noted, no stated cut-off is given here; in the data, active means activation above about 30%; inactive means the rest.

How did COc1ccccc1OCc1cc(C(=O)N2CC3C[C@@H]4CC2C[C@H](C3)C4)no1 do in these assays?
D1 antagonist: 5.7; D2 antag: -5.4; TRHR PAM: 1.2; RXFP1 antagonist: inconclusive; D2 agonist: 0.3; D1 potentiator: -5.3; D1 ag: 0.9; TRHR agonist: -0.5; D2 PAM: 0.9

Results for O=C(c1ccccc1)[C@@H]1[C@@H]2C(=O)N(c3ccc(F)cc3)C(=O)[C@@H]2C2CCCN21 (some centres not stated) ?
D1 antagonist: 2.3; D2 antag: 9.8; TRHR PAM: 0.1; RXFP1 antagonist: -9.5; D2 agonist: 2.0; D1 potentiator: 0.1; D1 ag: 7.2; TRHR agonist: 3.5; D2 PAM: 5.0

What do the screens show for `Fc1ccc(CNc2ccc(CNc3ncn[nH]3)cc2)cc1`?
D1 antagonist: -3.0; D2 antag: 4.3; TRHR PAM: -2.8; RXFP1 antagonist: -2.6; D2 agonist: -1.1; D1 potentiator: -0.8; D1 ag: 3.8; TRHR agonist: -0.1; D2 PAM: -12.2

What do the screens show for `Cc1ccc(NC(=O)OCCN2CCN(Cc3ccccc3)CCC2=O)cc1`?
D1 antagonist: 11.5; D2 antag: 42.7*; TRHR PAM: -2.3; D2 agonist: 50.4*; D1 potentiator: -1.4; D1 ag: -0.7; TRHR agonist: -0.4; D2 PAM: -12.5

What do the screens show for `COc1ccc(CCNC(=O)COc2nsnc2N2CCOCC2)cc1OC`?
D1 antagonist: -5.7; D2 antag: 2.5; TRHR PAM: 0.3; RXFP1 antagonist: 3.7; D2 agonist: 0.0; D1 potentiator: -3.1; D1 ag: 7.2; TRHR agonist: -0.1; D2 PAM: 2.4

What do the screens show for `C=CCOn1c(C)c(C(C)=O)c2c3no[n+]([O-])c3ccc21`?
D1 antagonist: 7.6; D2 antag: -11.9; TRHR PAM: -0.6; RXFP1 antagonist: -5.4; D2 agonist: -1.0; D1 potentiator: -4.9; D1 ag: -1.1; TRHR agonist: 0.1; D2 PAM: -12.6

How did Nc1nc(NCCO)nc(NC2CCCCC2)c1[N+](=O)[O-] do in these assays?
D1 antagonist: -0.2; D2 antag: 1.5; TRHR PAM: 19.5; RXFP1 antagonist: 6.1; D2 agonist: 6.3; D1 potentiator: 4.2; D1 ag: 4.0; TRHR agonist: 1.3; D2 PAM: 4.4

Results for COc1ccc(Cn2c(CCC(=O)Nc3cc(C)cc(C)c3)nc3cccnc32)cc1 ?
D1 antagonist: -4.2; TRHR PAM: 1.2; RXFP1 antagonist: -3.4; D2 agonist: -1.0; D1 potentiator: 3.5; D1 ag: 8.5; TRHR agonist: -1.8; D2 PAM: 3.7

How did COc1cccc2sc(=NC(=O)CCS(=O)(=O)c3ccc(C)cc3)n(C)c12 do in these assays?
D1 antagonist: 22.6; D2 antag: -9.6; TRHR PAM: -2.0; RXFP1 antagonist: -11.1; D2 agonist: -0.1; D1 potentiator: 2.2; D1 ag: -2.1; TRHR agonist: 0.1; D2 PAM: 9.4

How did Cn1c(CNC(=O)CCNC(=O)c2ccc(F)c(F)c2)cc(=O)n(C)c1=O do in these assays?
D1 antagonist: -13.5; D2 antag: -3.8; TRHR PAM: 8.6; RXFP1 antagonist: 25.3; D2 agonist: 0.3; D1 potentiator: -0.5; D1 ag: 4.1; TRHR agonist: -0.3; D2 PAM: 4.3

Results for CCCCn1c(O)c(/C=C2\C=Nc3ccccc32)c(=O)[nH]c1=O ?
D1 antagonist: -13.8; D2 antag: -1.6; TRHR PAM: -5.4; RXFP1 antagonist: inconclusive; D2 agonist: -0.1; D1 potentiator: -1.6; D1 ag: 3.4; TRHR agonist: 0.6; D2 PAM: 2.8

Results for COCCNC(=O)C(c1cccs1)N(C(=O)Cn1nnc2ccccc21)c1ccc(OC)cc1 (configuration not stated) ?
D1 antagonist: -9.2; D2 antag: -40.0; TRHR PAM: 1.9; RXFP1 antagonist: 6.0; D2 agonist: -1.1; D1 potentiator: 14.4; D1 ag: 3.1; TRHR agonist: -0.8; D2 PAM: 10.3

Results for Cc1ccc(CNC(=O)CN2C(=O)C3CCCCN3c3ccc(C(=O)N4CCCC4)cc32)cc1 (configuration not stated) ?
D1 antagonist: -5.2; TRHR PAM: 5.3; RXFP1 antagonist: -2.0; D2 agonist: -1.1; D1 potentiator: 3.6; D1 ag: -1.4; TRHR agonist: -0.3; D2 PAM: 8.2

How did CCOc1ccc2nc(COC(=O)c3cccs3)c(C(=O)c3ccccc3)[n+]([O-])c2c1 do in these assays?
D1 antagonist: 6.8; D2 antag: 3.0; TRHR PAM: 3.4; RXFP1 antagonist: 20.1; D2 agonist: -0.3; D1 potentiator: -3.8; D1 ag: 0.3; TRHR agonist: 0.7; D2 PAM: 4.0

What do the screens show for `COc1ccc(NC(=S)N(CCO)Cc2cc3c(C)cc(C)cc3[nH]c2=O)cc1`?
D1 antagonist: -4.5; D2 antag: -9.7; TRHR PAM: 11.8; RXFP1 antagonist: -0.4; D2 agonist: -0.1; D1 potentiator: -1.4; D1 ag: -0.7; TRHR agonist: 0.0; D2 PAM: 7.3

How did CN(C)CCCNCCCNC(=O)/C=N/O do in these assays?
D1 antagonist: -38.3*; D2 antag: -7.9; TRHR PAM: -5.0; RXFP1 antagonist: 14.7; D2 agonist: -0.8; D1 potentiator: -7.8; D1 ag: 0.6; TRHR agonist: 0.6; D2 PAM: 1.8

Results for COc1ccc(CCNC(=O)C2(c3cccs3)CCOCC2)cc1OC ?
TRHR PAM: 13.2; D2 agonist: 1.7; D1 potentiator: 0.3; D1 ag: -1.1; TRHR agonist: 0.3; D2 PAM: 8.7

What do the screens show for `CN(C(=O)COc1cc(=O)n(C)c2ccccc12)c1ccc(Cl)cc1`?
D1 antagonist: 2.8; D2 antag: -15.7; TRHR PAM: 0.9; RXFP1 antagonist: -15.8; D2 agonist: -0.8; D1 ag: 1.6; TRHR agonist: -0.9; D2 PAM: -0.9

Results for CCCCSCCCNC(=O)C1CCC(CNS(=O)(=O)c2c(C)cc(C)cc2C)CC1 (configuration not stated) ?
D1 antagonist: 1.5; TRHR PAM: 13.4; RXFP1 antagonist: -2.9; D2 agonist: 1.4; D1 potentiator: -3.4; D1 ag: 12.0; TRHR agonist: 0.5; D2 PAM: -7.8

Results for CCOC(=O)c1c(NC(=O)Cn2nnc(-c3ccc(Cl)cc3)n2)sc(CC)c1C ?
D2 antag: 2.7; TRHR PAM: -6.2; RXFP1 antagonist: 5.1; D2 agonist: -0.1; D1 potentiator: 0.4; D1 ag: 0.0; TRHR agonist: 0.6; D2 PAM: 3.3

Results for O=C(NCc1ccncc1)C1CCN(S(=O)(=O)c2cc(Cl)ccc2Cl)CC1 ?
D1 antagonist: -7.8; D2 antag: 13.5; TRHR PAM: -9.4; RXFP1 antagonist: -16.2; D2 agonist: -0.8; D1 potentiator: -4.1; D1 ag: -0.5; TRHR agonist: -0.6; D2 PAM: 12.2

What do the screens show for `CC1CCCN(C(=O)Cn2nnc(-c3ccc(S(C)(=O)=O)cc3)n2)C1` (configuration not stated)?
D1 antagonist: 5.8; D2 antag: -7.3; TRHR PAM: 41.0*; RXFP1 antagonist: 2.1; D2 agonist: -0.6; D1 potentiator: -0.1; D1 ag: 3.8; TRHR agonist: 0.4; D2 PAM: 2.7

Results for COc1cccc(NC(=S)NCc2ccc(F)cc2)c1 ?
D1 antagonist: -8.7; D2 antag: -15.2; TRHR PAM: 0.9; RXFP1 antagonist: -1.5; D2 agonist: -2.5; D1 potentiator: -0.1; D1 ag: 3.7; TRHR agonist: 0.2; D2 PAM: 12.1

How did CCC(C)(C)NC(=O)CN(Cc1ccccc1Cl)C(=O)CCC(=O)Nc1cc(C)ccn1 do in these assays?
D1 antagonist: 17.9; D2 antag: 5.5; TRHR PAM: -5.0; RXFP1 antagonist: -15.2; D2 agonist: -0.1; D1 potentiator: -3.0; D1 ag: 0.1; TRHR agonist: 0.1; D2 PAM: -1.5

What do the screens show for `Nc1c(C(=O)Nc2ccccc2Cl)c2ccccn2c1C(=O)c1ccccc1`?
D1 antagonist: 0.8; TRHR PAM: 4.4; RXFP1 antagonist: 0.5; D2 agonist: 0.7; D1 potentiator: -2.3; D1 ag: -1.7; TRHR agonist: 0.7; D2 PAM: -7.5

What do the screens show for `COCCn1c(NCc2ccc(C)cc2)nc2c1c(=O)[nH]c(=O)n2C`?
D1 antagonist: 25.3; D2 antag: -8.6; TRHR PAM: 1.6; RXFP1 antagonist: -8.4; D2 agonist: 0.6; D1 potentiator: -1.8; D1 ag: -2.3; TRHR agonist: -0.2; D2 PAM: 22.5

Results for Cc1cc(=O)oc2cc(OCC(=O)NCCc3nc4ccccc4[nH]3)ccc12 ?
D1 antagonist: 9.8; D2 antag: -9.7; TRHR PAM: 0.1; RXFP1 antagonist: -2.3; D2 agonist: 0.2; D1 potentiator: -1.9; D1 ag: 3.3; TRHR agonist: -0.5; D2 PAM: 8.7

Results for COc1ccc(CCNC(=O)CN2C(=O)c3ccccc3S2(=O)=O)cc1 ?
D1 antagonist: 13.2; D2 antag: 34.5*; TRHR PAM: -3.8; RXFP1 antagonist: -4.4; D2 agonist: 0.0; D1 potentiator: 0.4; D1 ag: 0.7; TRHR agonist: 0.1; D2 PAM: 2.4

How did CC1CCC(NC(=O)CCCCn2c(=O)[nH]c3ccsc3c2=O)CC1 (configuration not stated) do in these assays?
D1 antagonist: 14.2; D2 antag: -17.8; TRHR PAM: -4.5; RXFP1 antagonist: 9.7; D2 agonist: -1.2; D1 potentiator: 1.4; D1 ag: -1.9; TRHR agonist: -1.2; D2 PAM: -12.6

Results for COc1cccc(C(=O)Nc2ccc(C(=O)O)cc2)c1 ?
D1 antagonist: 2.8; D2 antag: -32.4; TRHR PAM: 4.6; RXFP1 antagonist: -1.5; D2 agonist: -0.2; D1 potentiator: 2.5; D1 ag: 4.2; TRHR agonist: -0.5; D2 PAM: 3.5

Looked up by structure from the entries so far (two):
Results for COc1cccc(NC(=S)NCc2ccc(F)cc2)c1 ?
D1 antagonist: -8.7; D2 antag: -15.2; TRHR PAM: 0.9; RXFP1 antagonist: -1.5; D2 agonist: -2.5; D1 potentiator: -0.1; D1 ag: 3.7; TRHR agonist: 0.2; D2 PAM: 12.1

How did CCC(C)(C)NC(=O)CN(Cc1ccccc1Cl)C(=O)CCC(=O)Nc1cc(C)ccn1 do in these assays?
D1 antagonist: 17.9; D2 antag: 5.5; TRHR PAM: -5.0; RXFP1 antagonist: -15.2; D2 agonist: -0.1; D1 potentiator: -3.0; D1 ag: 0.1; TRHR agonist: 0.1; D2 PAM: -1.5
